# Screening data (PubChem)
# GLD-1 TGE inh: GLD-1/TGE RNA complex disruptors, primary screen, biochemical, fluorescence polarization. AID 2280, 2010. inhibition, % at 5.96 µM. hit rate 0.44% among 320,000. purified GLD-1 + fluorescein TGE RNA. Female germline-specific tumor suppressor gld-1 (Caenorhabditis elegans), Q17339;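 active means percent inhibition above a per-plate cutoff, the plate mean of test compounds plus 3 SD, cut at about 30% in these data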;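 further: 0% = DMSO wells with GLD-1 and probe and 100% = wells lacking GLD-1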
# Bcl-xL primary: inhibitors of human Bcl-xL, primary screen, biochemical, fluorescence polarization, HTS; Bcl-2-like protein 1 (Homo sapiens), Q07817; GST-Bcl-xL / FITC-Bim BH3 peptide fluorescence polarization; hit rate 0.7% among 320,000; inhibition, % at 10.9 µM; AID 2129, 2009;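 active means inhibition above the mean of all tested compounds plus 3 SD, cutoff set per campaign, cut at about 30% in these data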;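 further: 0% = DMSO wells and 100% = unlabeled Bim-BH3 peptide competitor; inhibitors lower millipolarization by displacing the labeled peptide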
# MEX-5 binding: MEX-5 zinc finger RNA-binding disruptors – biochemical, C. elegans, fluorescence polarization, MLPCN library, primary screen; Zinc finger protein mex-5 (Caenorhabditis elegans), Q9XUB2; MEX-5/FITC-TCR2 RNA binding; active compounds read low; activity score (negative = inhibition of binding), % at 10 µM; hit rate 0.38% among 300,000; AID 1832, 2009;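 active means inhibition past about -25% in most replicates, and total fluorescence under double the plate's negative control median, limit read from the data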;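 further: 0% = DMSO and -100% = 5 µM competing unlabeled TCR2 RNA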
# Target sequence (Q9XUB2 whole entry, looked up): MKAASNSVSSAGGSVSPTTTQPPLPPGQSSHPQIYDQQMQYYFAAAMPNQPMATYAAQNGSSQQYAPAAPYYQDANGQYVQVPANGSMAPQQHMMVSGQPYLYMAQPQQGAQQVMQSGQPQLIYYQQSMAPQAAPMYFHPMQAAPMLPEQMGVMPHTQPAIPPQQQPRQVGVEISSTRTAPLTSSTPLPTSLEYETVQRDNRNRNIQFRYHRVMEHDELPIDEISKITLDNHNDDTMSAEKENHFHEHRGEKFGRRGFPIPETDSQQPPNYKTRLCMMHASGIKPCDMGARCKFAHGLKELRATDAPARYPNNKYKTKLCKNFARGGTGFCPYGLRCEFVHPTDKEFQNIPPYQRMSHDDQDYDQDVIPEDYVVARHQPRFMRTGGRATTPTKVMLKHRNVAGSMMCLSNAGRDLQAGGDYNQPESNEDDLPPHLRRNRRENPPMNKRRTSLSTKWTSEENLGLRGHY
# AHR act: AHR activators, primary screen, cell-based, luminescence, luciferase reporter, human | Aryl hydrocarbon receptor (Homo sapiens), P35869 | AHR-responsive luciferase reporter cells | activation, % at 5 µM | hit rate 2.5% among 320,000; in the data active means activation above about 47%;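 further: 0% = vehicle wells and 100% = reference agonist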
# PME-1 inh: PME-1 inhibitors via competitive probe labeling, primary screen, biochemical, fluorescence polarization, FP-Rh probe, HTS | Protein phosphatase methylesterase 1 (Homo sapiens), Q9Y570 | recombinant PME-1 | inhibition, % at 5.9 µM | hit rate 0.53% among 320,000 | AID 2130, 2009;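 active means inhibition above the campaign mean of all compounds plus 3 SD, cut at about 26% in these data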;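 further: competitive labeling of PME-1 active site by serine hydrolase directed probe; 0% = PME-1 with DMSO and 100% = wells lacking PME-1 enzyme; inhibitors block probe labeling so polarization falls and inhibition rises; many of its hits are not listed in these tables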
# MCL1 BIM primary: inhibitors of MCL1 binding to BIM-BH3, primary screen, biochemical, fluorescence polarization; GST-MCL1 / FITC-Bim-BH3 fluorescence polarization; inhibition, % at 10.9 µM; AID 2057, 2009; Induced myeloid leukemia cell differentiation protein Mcl-1 (Homo sapiens), Q07820; hit rate 0.68% among 320,000;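 active means inhibition above the mean inhibition of all tested compounds plus 3 SD, set per campaign, cut at about 40% in these data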;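 further: 0% = DMSO wells and 100% = unlabeled Bim-BH3 peptide control; higher means more loss of mP so more displacement of Bim peptide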
# PAFAH1B2 FP inh: PAFAH1B2 enzyme inhibitors, primary screen, biochemical, fluorescence polarization, human. Platelet-activating factor acetylhydrolase IB subunit alpha2 (Homo sapiens), P68402. recombinant PAFAH1B2, FP-rhodamine activity probe. inhibition, % at 3.39 µM. hit rate 1.2% among 340,000. AID 492953, 2010;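 active means inhibition above the mean of all tested compounds plus 3 SD, cut at about 24% in these data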;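 further: 0% = enzyme with DMSO and 100% = wells lacking PAFAH1B2; many of its hits are not listed in these tables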
# pPAFAH FP inh: pPAFAH enzyme inhibitors, primary screen, biochemical, fluorescence polarization, human; Platelet-activating factor acetylhydrolase (Homo sapiens), Q13093; recombinant pPAFAH, FP-rhodamine probe fluorescence polarization; inhibition, % at 3.39 µM; hit rate 1.5% among 330,000;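 active means inhibition above the mean inhibition across the screen plus 3 SD, cut at about 25% in these data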;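 further: inhibitors block binding of the rhodamine activity-based probe so polarization drops; 0% = enzyme with DMSO and 100% = wells lacking pPAFAH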
# Target sequence (Q13093 whole entry, looked up): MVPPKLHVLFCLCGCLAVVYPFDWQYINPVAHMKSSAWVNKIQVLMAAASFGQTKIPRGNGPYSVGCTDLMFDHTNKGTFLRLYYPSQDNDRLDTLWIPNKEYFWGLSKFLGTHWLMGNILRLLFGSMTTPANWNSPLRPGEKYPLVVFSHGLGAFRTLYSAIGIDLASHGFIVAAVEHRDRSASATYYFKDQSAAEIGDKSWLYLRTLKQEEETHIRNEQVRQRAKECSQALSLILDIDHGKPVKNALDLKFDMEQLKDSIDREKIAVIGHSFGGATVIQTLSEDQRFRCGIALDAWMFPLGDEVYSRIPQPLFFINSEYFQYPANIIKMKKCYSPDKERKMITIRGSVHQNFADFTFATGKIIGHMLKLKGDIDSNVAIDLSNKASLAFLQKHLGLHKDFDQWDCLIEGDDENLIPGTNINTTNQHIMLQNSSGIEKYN
# Fam108B inh: mouse Fam108B serine hydrolase inhibitors, primary screen, counter-screen for RBBP9 inhibitor project, biochemical, fluorescence polarization | hit rate 0.33% among 300,000 | inhibition, % at 9.51 µM | AID 1947, 2009 | recombinant Fam108B, FP-Rh probe fluorescence polarization;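 active means inhibition above the screen mean inhibition plus 3 SD, computed separately per campaign, cut at about 18% in these data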;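 further: inhibitors lower polarization as less probe binds the enzyme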
# * marks the source's active call; other numbers are inactive results; . = not tested or not shown. These rows are one share of the data; the hit share may differ from the screen's.
SMILES,GLD-1 TGE inh,Bcl-xL primary,MEX-5 binding,AHR act,PME-1 inh,MCL1 BIM primary,PAFAH1B2 FP inh,pPAFAH FP inh,Fam108B inh
CCc1c(O)nc(SCC(=O)N(CC)CC)[nH]c1=O,4.2,2.6,0.1,-1.1,-3.2,3.2,-1.9,3.2,-2.6
Cc1cc(OC(=O)c2cccc([N+](=O)[O-])c2)c(C)cc1CN1CCOCC1,1.8,0.5,2.7,2.6,7.0,2.8,-3.0,12.5,3.0
N#Cc1ccc(CSCC(=O)NN=C2CCCC2)cc1,9.7,4.0,-0.1,2.2,0.4,10.9,1.8,1.3,4.5
Cc1ccc(/C(O)=C2\C(=O)C(=O)N(CCN(C)C)C2c2ccccc2F)cc1 (configuration not stated),-3.3,-1.3,0.3,-0.1,-6.4,-7.9,-2.9,-2.3,2.0
CN(C)C(CNS(=O)(=O)c1ccc(Cl)cc1F)c1ccco1 (configuration not stated),3.8,.,.,-0.8,.,.,1.4,6.5,.
COc1ccc(CC(=O)OCCc2cc3cc(OC)c(OC)cc3c(=O)o2)cc1,4.7,0.1,.,0.7,0.1,0.0,5.3,-2.9,.
O=C(NCc1ccccc1Cl)C(=O)c1cn(CC(=O)N2CCOCC2)c2ccccc12,8.3,2.8,-1.1,0.5,1.4,-7.3,-2.5,5.8,-0.9
O=C(Nc1ccc(F)cc1F)N1CCCCC1c1cccnc1 (configuration not stated),-2.7,4.3,0.5,0.2,-4.4,1.3,4.3,3.0,1.2
Cc1cc(C)nc(NS(=O)(=O)c2ccc(NC(=S)NC(=O)c3ccco3)cc2)n1,5.2,5.8,0.7,2.4,2.9,3.8,-1.6,6.3,-0.7
COc1ccc(Oc2c(C)oc3c(CN4CCOCC4)c(O)ccc3c2=O)cc1,0.4,-1.1,1.1,0.4,-6.4,-1.6,2.6,4.1,1.2
CSCCC(=O)N1CCCC(CO)(CCCc2ccccc2)C1 (configuration not stated),-7.5,0.8,2.2,6.1,0.8,11.0,1.9,-0.1,7.6
COc1cccc([C@@H]2Oc3ccc(OC)cc3C(=O)[C@H]2OC(=O)Nc2cc(OC)c(OC)c(OC)c2)c1,4.7,2.1,.,9.6,-5.4,-1.0,.,-5.9,-1.4
CCCCCn1c(=O)[nH]c2cc(C(=O)Nc3ccc(OC)cc3)ccc2c1=O,4.2,1.8,-0.1,-0.3,-8.6,6.8,-4.0,-2.4,-0.1
Cc1cc(Cl)ccc1OCC(=O)NCCCCc1ccccc1,0.4,3.6,-1.9,-2.8,2.4,4.3,4.8,13.7,-2.5
COc1ccc(C)cc1-n1c(SCC(=O)Nc2cccc(C(=O)O)c2)nc2ccccc2c1=O,3.1,4.2,-1.0,-1.2,0.7,8.8,1.7,3.9,-1.5
CCOC(=O)c1c(C)[nH]c(C)c1S(=O)(=O)NC(CC)CN1CCOCC1 (configuration not stated),5.2,4.5,-0.4,1.5,-3.0,1.5,0.0,6.8,1.9
O=C(Cn1c2ccccc2c(=O)c2ccccc21)N/N=C/c1cc([N+](=O)[O-])ccc1N1CCCCCC1,0.1,8.7,-1.4,1.1,-14.6,-5.0,-33.2,-0.5,-39.8
O=C(N/N=C/c1cccc([N+](=O)[O-])c1)c1cnccn1,8.8,3.5,-0.4,53.7*,3.0,14.7,0.7,3.0,-1.5
COc1ccc2c(c1)C(=NN)c1cc(OC)ccc1-2,8.8,5.6,2.0,2.8,4.2,11.0,-0.2,6.1,5.2
O=C(Nc1ccc(Br)c(Cl)c1)c1ccco1,1.7,-0.9,-3.4,74.9*,-9.7,1.7,2.6,3.1,0.8
O=C(Cc1c(Cl)cccc1Cl)OCC(=O)N1CCN(C(=O)c2ccco2)CC1,7.7,0.2,2.4,-2.2,3.5,2.8,2.2,5.8,-2.9
CCOc1ccc(-c2nnc(NC(=O)Cc3ccc(OC)cc3)o2)cc1,-1.0,4.8,-1.2,3.6,-6.2,1.3,4.1,3.4,-2.2
COc1ccc(Nc2cc(=O)n(-c3ccccc3)c3c2c(=O)n(C)c(=O)n3C)cc1,3.5,4.5,2.3,2.9,-0.3,8.3,.,9.1,-0.5
CSc1ccccc1Sc1cc(C(=O)O)c2ccccc2n1,-2.0,8.6,0.7,11.1,0.1,7.4,9.7,5.0,-2.6
O=C(C1CC(c2cccc(Br)c2)=NO1)N1CCc2ccccc2C1 (configuration not stated),8.9,7.9,-0.7,-4.8,-3.5,3.8,1.8,9.8,-0.8
# (next part)
SMILES,GLD-1 TGE inh,Bcl-xL primary,MEX-5 binding,AHR act,PME-1 inh,MCL1 BIM primary,PAFAH1B2 FP inh,pPAFAH FP inh,Fam108B inh
CCOc1ccc(NS(=O)(=O)c2cc(NC(=O)c3ccc(C)cc3)ccc2Cl)cc1,7.2,4.5,1.9,12.4,-70.1,-0.4,-23.4,-13.5,-36.0
COc1ccc(NC(=O)Cn2cnc3sc(C)c(S(=O)(=O)N4CCOCC4)c3c2=O)cc1Cl,-12.8,10.2,3.5,2.8,-4.3,8.5,2.4,0.1,-2.2
CCOc1ccc(OCCCCN(C)C)cc1,1.9,4.0,-1.6,0.4,-8.5,3.2,3.0,6.2,-1.0
CC1(C)CNC(=O)c2sc(NC(=O)c3ccccc3Cl)nc2C1,4.2,5.3,0.4,9.9,4.5,6.4,4.4,9.5,2.9
CC(=O)c1ccc(N(C(=O)Cc2c[nH]c3ccccc23)C(C(=O)NC2CCCCC2)c2cccs2)cc1 (configuration not stated),-5.5,-8.8,3.5,24.0,-6.7,-16.1,-2.2,-9.0,-9.0
Cc1ccccc1N(CC(=O)NC1CCCCC1)C(=O)CCC(=O)Nc1nccs1,0.4,7.9,0.0,-3.8,2.5,3.9,6.6,6.9,-2.6
COC1CCN(C(=O)C2CCC(=O)N(CCc3cccc(F)c3)C2)CC1 (configuration not stated),5.8,1.1,0.3,-0.1,0.5,10.1,3.9,-0.4,0.1
O=C(NCc1ccco1)C(c1ccccc1F)N(CC1CCCO1)C(=O)Cn1nnc2ccccc21 (configuration not stated),12.4,-3.5,-2.9,7.1,0.9,3.1,-0.6,1.1,0.1
O=C(CN1C(=O)/C(=C2\SC(=S)N(CCS(=O)(=O)O)C2=O)c2ccccc21)Nc1cccc(Br)c1,0.2,20.6,-0.4,1.2,1.9,102.7*,4.1,-0.1,-1.0
Cn1cc(CNC(=O)C2CCC(=O)N(Cc3ccc(Cl)cc3)C2)cn1 (configuration not stated),-8.4,-3.2,5.0,4.3,0.5,1.6,1.5,3.0,-3.9
CC1=CC2=NC(=O)CC(C)(C(=O)N(CC(=O)NC3CCCC3)c3ccccc3F)N2C=C1 (configuration not stated),-4.5,7.2,2.8,-1.1,-2.5,7.3,-0.8,0.0,2.5
CC(C)(C)OC(=O)C[C@H]1C/C=C\C[C@@H](CC(=O)NCCO)C(=O)NC[C@H](c2ccccc2)OC1=O,-0.5,.,.,-0.5,.,.,2.4,-3.9,.
C=CCOc1ccccc1CNCCc1ccc(S(N)(=O)=O)cc1,8.7,3.8,-0.8,4.2,-4.0,-1.1,2.9,-0.5,-1.5
CSc1ncc(Cl)c(C(=O)Nc2ccccc2C)n1,4.1,0.3,-1.3,14.0,-1.5,-8.6,4.8,2.0,0.1
O=C(N/N=C/c1ccc(OC(=O)c2ccc3c(c2)OCO3)cc1)c1cncc(Br)c1,-2.1,-1.5,-2.1,4.2,-5.0,-3.0,-6.8,0.2,-22.5
C/C(=N/NC(=O)c1ccc(Br)o1)C(C)C,2.9,4.0,1.0,16.2,-4.5,2.6,-1.6,11.7,-1.4
CCCc1cc(C(=O)NC(C)C2CCCO2)cs1 (configuration not stated),5.1,4.6,1.3,5.1,-0.3,8.6,-2.5,-0.3,-0.8
O=C(O)c1ccccc1C(=O)NCCc1c(C(=O)O)[nH]c2ccc(F)cc12,2.8,3.5,.,2.4,-6.0,3.2,12.8,0.8,-0.9
COc1ccc(/C=C2\C(=O)NCC(=O)N2C)cc1,5.0,-1.2,3.2,2.5,-4.0,-16.6,7.9,-1.2,0.6
Cc1nn(-c2ccc(F)cc2)c2sc(C(=O)OC3CCOC3=O)cc12 (configuration not stated),8.9,2.5,-0.2,0.8,-4.8,-7.8,7.5,7.6,0.6
CNC[C@@H]1Oc2ccc(NC(=O)Nc3ccccc3)cc2C(=O)N([C@@H](C)CO)C[C@H]1C,-2.1,.,.,-1.2,.,.,10.0,2.0,.
COc1ccccc1CNc1cncnc1,-7.0,4.6,-0.2,3.1,-0.8,-5.2,1.5,-2.9,2.1
COCCN(C)Cc1cn(-c2ccc(F)cc2F)nc1-c1ccccc1C,4.6,3.8,1.6,7.1,-1.6,5.6,-0.7,-1.4,-1.0
CCn1c(SCC(=O)Nc2nc3ccccc3s2)nc2c(c1=O)SC(C)C2 (configuration not stated),-0.6,1.3,-1.8,18.2,14.5,-1.8,.,6.3,-2.2
O=C(c1ccc(F)cc1)C1CCN(C(=S)Nc2ccccc2Cl)CC1,3.4,6.0,1.3,-0.5,1.4,5.8,3.0,-1.5,2.6
# Other entries
SMILES,GLD-1 TGE inh,Bcl-xL primary,MEX-5 binding,AHR act,PME-1 inh,MCL1 BIM primary,PAFAH1B2 FP inh,pPAFAH FP inh,Fam108B inh
Cc1ccc(C(C)C)c(OCc2nn(CC(=O)c3ccc(OC(F)F)cc3)c3[n+]2CCCCC3)c1,-17.6,-15.7,0.9,0.7,3.5,-25.4,5.0,-3.0,1.9
CCC1=Nc2cc(C(=O)NCCCN3CCOCC3)ccc2Sc2ccccc21,8.6,12.5,1.8,4.8,-7.8,8.0,-4.9,2.5,1.1
CN(Cc1cn(C)nc1-c1ccc(Oc2ccccc2)cc1)CC1COCCO1 (configuration not stated),1.1,4.1,0.6,-0.7,4.3,5.3,0.9,4.0,4.8
CC(C)CC1NC(=O)N(CC(=O)N(C)C2CCCCC2)C1=O (configuration not stated),3.9,.,.,-0.9,.,.,10.5,2.6,.
CS(=O)(=O)N(CC(=O)NCCSCc1c(F)cccc1Cl)c1cccc([N+](=O)[O-])c1,0.9,8.3,1.3,0.9,0.4,1.4,-4.6,4.7,4.9
O=C(CCC(=O)NC1CCCCC1)NCc1ccc(F)cc1,-5.9,4.8,-0.7,4.3,-4.1,-1.5,3.7,-3.3,2.4
COCCN1C(=O)C(O)=C(C(C)=O)C1c1ccc(OC)c(OC)c1 (configuration not stated),15.4,3.0,0.8,-0.2,-6.5,3.0,-4.7,-13.3,-6.5
COCC(=O)N1CCC(Oc2ccc(C(=O)N(C)Cc3nccs3)cc2)CC1,5.7,6.5,0.1,0.1,-4.0,0.0,-1.9,1.1,0.7
